Pol iota inh – blocks human DNA polymerase iota activity | Q9UNA4 | Pol iota fluorescent replication assay, 10 min | Potency, µM (series often up to 115 µM), inactives show top-dose activity, negative = inhibition, actives largely listed as inhibitors | hit rate 1% among 390,000 | AID 588590
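Pol iota at 10 nM preincubated 15 min with compounds at room temperature; reaction started with fluorescent substrate, 50 nM final. Fluorescence read kinetically at 0 and 10 min; buffer-only wells as negative control.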
HP1b chromo inh – HP1-beta chromodomain-methylated histone interaction inhibition | AlphaScreen HP1-beta / biotin-H3K9me3 peptide binding | Potency, µM (doses to about 114 µM), for inactives: at the top dose activity change, negative = inhibition, most hits filed as inhibitors | hit rate 0.56% among 390,000 | AID 540317; further: nearly all actives have a fitted effect of over 70% in size; inactives centre near 23
Target sequence (P83916 whole entry, looked up): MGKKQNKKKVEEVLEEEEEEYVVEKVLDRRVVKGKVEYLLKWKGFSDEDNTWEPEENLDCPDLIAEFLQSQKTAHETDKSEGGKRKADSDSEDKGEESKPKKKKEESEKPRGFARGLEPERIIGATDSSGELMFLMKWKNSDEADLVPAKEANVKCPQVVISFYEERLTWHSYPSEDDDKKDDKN
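Compound inhibition of the preformed complex between 50 nM HP1-beta and 50 nM biotinylated H3K9me3 peptide was read by AlphaScreen. Buffer was PBS pH 7.4 with 0.01% Tween-20. Incubations ran 30 min at room temperature, with 10 ug/mL donor/acceptor beads.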
JMJD2A Tudor inh – JMJD2A Tudor domain (human) inhibition. O75164. AlphaScreen JMJD2A-Tudor / H3K4me3 peptide binding. Potency, µM (doses to about 114 µM), for the others: at the highest dose activity change, negative = inhibition, most hits filed as inhibitors. hit rate 4.4% among 390,000. AID 504339; further: on the % scale 0 is the no-effect control and ±100 the full control effect; nearly all actives have a fitted effect of over 50% in size
BAZ2B block – blocks human BAZ2B | hit rate 4.4% among 360,000 | Potency, µM (highest dose often 114 µM), inactives show top-dose activity change, negative = inhibition, most hits filed as inhibitors | Q9UIF8 | AID 504333 | AlphaScreen BAZ2B-H3K14Ac peptide displacement; further: on the % scale 0 is the no-effect control and ±100 the full control effect; nearly all actives have a fitted effect of over 60% in size
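AlphaScreen displacement of biotin-H3(5-23)K14Ac peptide (50 nM final) from BAZ2B (50 nM final) in PBS pH 7.4, 0.01% Tween-20; complex preformed 30 min RT, then compounds (top 110 uM) 30 min RT, beads 20 min dark.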
GLS inhibitor – blocks human kidney-isoform glutaminase activity | O94925 | GLS enzymatic activity, qHTS titration | Potency, µM (highest dose often 45.5 µM), inactives show at the top dose activity change, negative = inhibition, actives largely listed as inhibitors | hit rate 0.21% among 410,000; further: on the % scale 0 is the no-effect control and ±100 the full control effect
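Assay buffer: 45 mM KH2PO4 pH 8.2, 0.02% Tween-20. hKGA acts on L-glutamine (1 mM solution added); product glutamate is reported by an oxidase/peroxidase Amplex Red coupling, with fluorescence taken at baseline and 30 min.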
Pin1 inh – blocks the human prolyl isomerase Pin1; Q13526; Pin1 FP peptide displacement, HiFluor488, 10 min; hit rate 0.009% among 390,000; Potency, µM (titrated, usually from 115 µM), for the others: at the highest dose activity, negative = inhibition, most hits filed as inhibitors; active means well fitted inhibition curve with a large enough effect in the polarisation, with a control signal flat, not every such curve was filed as active; inconclusive means small, poorly fitted or top-dose-only effect, or effect the other way, or a change in a side signal; inactive means no such curve, though single readings can be large or run the other way; the % refers to the polarisation; further: on the % scale 0 is the no-effect control and ±100 the full control effect
BLM inh – Bloom syndrome helicase (human) inhibition; hit rate 0.2% among 350,000; recombinant BLM DNA unwinding, fluorescence dequenching; Potency, µM (doses to about 56.1 µM), for inactives: at the highest dose activity change, negative = inhibition, usual class: inhibitors;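 further: plate controls were vehicle for no effect and no enzyme for full effect; nearly all actives have a fitted effect of over 35% in size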
Tb PGK inh – blocks T. brucei phosphoglycerate kinase | hit rate 0.043% among 380,000 | Potency, µM (doses to about 57.5 µM), for inactives: at the top dose activity change, negative = inhibition, most hits filed as inhibitors | PGK/GAPDH coupled, Kinase-Glo luminescence, 60 min | AID 602233; further: on the % scale 0 is the no-effect control and ±100 the full control effect; nearly all actives have a fitted effect of over 60% in size
Target sequence (P07378 whole entry, looked up): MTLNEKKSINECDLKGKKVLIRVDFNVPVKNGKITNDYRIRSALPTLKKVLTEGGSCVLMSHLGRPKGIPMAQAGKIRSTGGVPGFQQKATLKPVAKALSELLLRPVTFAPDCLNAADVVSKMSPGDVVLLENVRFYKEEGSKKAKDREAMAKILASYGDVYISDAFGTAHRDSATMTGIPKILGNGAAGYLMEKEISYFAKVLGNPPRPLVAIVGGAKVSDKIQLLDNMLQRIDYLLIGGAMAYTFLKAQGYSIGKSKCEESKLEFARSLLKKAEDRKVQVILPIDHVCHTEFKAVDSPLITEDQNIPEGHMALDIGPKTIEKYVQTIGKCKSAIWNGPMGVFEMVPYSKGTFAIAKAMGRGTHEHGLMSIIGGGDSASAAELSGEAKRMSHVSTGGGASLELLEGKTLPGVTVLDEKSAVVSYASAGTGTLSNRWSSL
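Recombinant glycosomal PGK reaction used 1,3-bisphosphoglycerate generated in-well by GAPDH (100nM final) in 100mM TEA pH 7.6, 5mM MgCl2, 0.01% Tween-20. After 60 minutes at room temperature, ATP was read by Kinase-Glo Plus luminescence end-point.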
G9a block – G9a (human) methyltransferase inhibition | G9a H3K9 monomethylation, AlphaScreen, 2 h | hit rate 8.8% among 350,000 | Q96KQ7 | Potency, µM (titrated, usually from 102 µM), for the others: at the top dose activity, negative = inhibition, actives largely listed as inhibitors; further: on the % scale 0 is the no-effect control and ±100 the full control effect; nearly all actives have a fitted effect of over 75% in size
Target sequence (Q96KQ7 913-1193 limits assumed): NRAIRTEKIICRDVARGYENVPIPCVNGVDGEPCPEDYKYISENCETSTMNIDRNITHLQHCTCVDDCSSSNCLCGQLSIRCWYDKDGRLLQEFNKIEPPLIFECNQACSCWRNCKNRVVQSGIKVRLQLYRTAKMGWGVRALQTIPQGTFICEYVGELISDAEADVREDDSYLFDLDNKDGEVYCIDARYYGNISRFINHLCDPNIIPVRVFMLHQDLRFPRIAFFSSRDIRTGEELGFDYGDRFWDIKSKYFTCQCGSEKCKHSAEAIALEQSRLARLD
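AlphaScreen read-out: biotin-H3K9 peptide (500 nM) methylation by 20 nM enzyme with 20 uM SAM, 2 h at room temperature after 15 min compound preincubation; anti-monomethyl H3K9 antibody plus donor/acceptor beads, 10 min dark.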
Numbers without * were called inactive; i = inactive; u = inconclusive; x = no result given; & = joins results of further samples; [ ] = dose if it differs, or a comment. Unless noted, the call rests on the fitted dose curve; in most records, active means well fitted curve in the direction sought with a large enough effect; inconclusive means small, poorly fitted or top-dose-only effect, or another doubt; inactive means no such curve, though single readings can be large; an effect the other way counts as inactive or inconclusive. Potency means the concentration at half of the fitted maximal effect. These rows are one share of the data, so the mix of outcomes need not match the whole.

Pol iota inh | HP1b chromo inh | JMJD2A Tudor inh | BAZ2B block | GLS inhibitor | Pin1 inh | BLM inh | Tb PGK inh | G9a block | molecule
52%[activator] | 14% | -16% | -13% | 1% | -1% | -2% | -1% | -4% | COc1ccc(/C=N/NC(=S)N[C@H]2CC3CCC2C3)cc1 (stereo partly specified)
-7% | 37%[activator] | 10% | -6% | 0% | -6% | 0% | -1% | 15%[59 µM] | CC(Sc1ccc(Cl)cc1)C(=O)NCc1ccc2c(c1)OCO2 (stereo unspecified)
5% | 31% | -10% | 1% | 7% | 6% | -5% | -9% | -35%[12.7 µM] | Fc1ccc(Cn2nnc(-c3ccc(CN4CCOCC4)cc3)n2)cc1
71%[activator] | 4% | -8% | 1% | 3% | -4% | -13% | -11% | -9%[12.7 µM] | COc1cc(NC(=O)CSc2nc(C)cc(C)n2)cc(OC)c1OC
39%[activator] | 9% | -15% | -6% | 0% | -4% | x | -5% | 1%[2.33 µM] | O=C1C=C(NC2CCCCC2)CCC1
u | -28% | u | 45µM* | -3% | u | -26% | -5% | x | BrC(=C\c1ccccc1)/C=N/Nc1ccc2nncn2n1
31%[activator] | 42%[activator] | -12% | -10% | -1% | -10% | 2% | 4% | -15%[59 µM] | Cc1cc(C)nc(-n2nc(C)c3c2NC(=O)CC3c2cc(F)ccc2F)n1 (stereo unspecified)
31%[activator] | 8% | -5% | -4% | 5% | -5% | -8% | 2% | -6% | c1ccc2c(c1)OCCOCCOc1ccccc1OCCOCCO2
21% | 21% | -10% | u | 9% | -9% | -1% | -9% | -4% | O=C(Nc1ccc(N2CCOCC2)cc1N1CCOCC1)c1cccc([N+](=O)[O-])c1
88%[activator] | 10% | -13% | -38% | 4% | -3% | -10% | 6% | -32% | Cc1ccc(S(=O)(=O)NCc2ccc(C(=O)NCCCN3CCC(Cc4ccccc4)CC3)cc2)cc1
u | 16% | -23% | -39% | -7% | 4% | -10% | -3% | x | O=C(Nc1ccc2c(c1)C(=O)NC2=O)c1cccc(C(F)(F)F)c1
12% | 22% | -10% | -5% | 12% | 2% | 1% | -1% | 78%[activator] | Cc1ccc(OCCOC(=O)Cn2nc(C)c([N+](=O)[O-])c2C)cc1
108%[activator] | 9% | -19% | 0% | 1% | 9% | x | 0% | u | O=C(Cn1nc(C(=O)O)c2ccccc2c1=O)Nc1cccc(S(=O)(=O)N2CCCC2)c1
2% | 37% | 4% | -18% | 2% | -4% | -3% | 0% | 2% | CCS(=O)(=O)c1ccc2oc(SCC(=O)Nc3ccc(OC)cc3)nc2c1
u | 62%[activator] | -9% | -2% | 11% | 15% | -4% | 8% | 4% | CCOC(=O)c1sc(NC(=O)CCN2CCCCCC2)c(C(=O)OCC)c1C
5% | -7% | u | u | -3% | 3% | -9% | -7% | 22µM* | COc1ccc(CCNc2nc(-c3ccc(O)cc3)cs2)cc1OC
3% | 37% | -9% | 11% | 24% | 7% | x | 1% | 9%[0.501 µM] | O=C(NNC(=O)c1ccc(-n2cncn2)c([N+](=O)[O-])c1)c1ccc(Cl)cc1
9% | u | 3.5µM* | u | -1% | -7% | -1% | -7% | u | CC(C)Oc1ccc(OCCNC2CCCC2)cc1
39%&31%[activator] | 12%&39% | -2%&7% | -33%&-2% | -12%&-8% | 1%&-3% | 1%&-3% | -10% | 28µM* | CC1CCN(S(=O)(=O)c2ccc3c(c2)N(C)C(=O)CC(=O)N3C)CC1
12% | 23% | -7% | 9% | 6% | 4% | -1% | -1% | x | COc1cc(C(=O)NCC2CCCO2)ccc1OCc1ccccc1Cl (stereo unspecified)
32%[activator] | 26% | -14% | -7% | -7% | -2% | -12% | i | -24%[59 µM] | Cc1ccc(S(=O)(=O)N2CCOCC2)cc1C(=O)OCC(=O)N1CCc2ccccc2C1
-4% | 21% | -16% | x | 1% | 4% | x | 0% | x | CC[C@]12c3[nH]c4ccccc4c3CCN1C(=O)C(CC(=O)NCCc1ccccn1)C[C@@H]2C(=O)N1CCN(C(=O)C2CC2)CC1 (stereo partly specified)
1% | 42%[activator] | -13% | -26% | 12% | -3% | -1% | 5% | -10% | O=C(COc1ccc2c3c(c(=O)oc2c1)CCCC3)NCCCn1ccnc1
10% | 17% | -10% | 4% | 3% | -9% | -1% | -3% | -9% | NC(=O)Cn1c(=O)n(CC(=O)N2CCCCC2)c(=O)c2sccc21
-4% | 28% | 0%[57.1 µM] | 6% | -1% | -2% | 2% | -5% | 9% | COc1cc(CC(=O)OCC(=O)Nc2cccc([N+](=O)[O-])c2)cc(OC)c1OC
29% | 55%[activator] | 0% | 12% | 15% | -3% | 3% | -5% | 14% | Cc1cc(C)n(-c2nc3ccccc3nc2Nc2ccc(CC(=O)O)cc2)n1
13% | 29%[57 µM] | 1% | 6% | 0% | 8% | -2% | -8% | -2%[59 µM] | CC(=O)c1ccccc1NS(=O)(=O)c1cc2c(cc1C)NC(=O)CO2
15% | 18%[57 µM] | -11% | x | 1% | 5% | x | 0% | x | CCc1nc(C)cn1S(=O)(=O)c1ccc2c(c1)OCCO2
64%[activator] | 26% | 7% | 2% | -7% | -6% | 0% | -13% | -5% | CC(C)(C)NC(=O)COC(=O)CCC(=O)c1ccc(F)cc1
21% | 40%[activator] | -1% | -14%[57.1 µM] | -8% | -4% | 0% | 7% | 25% | CCc1cc(=O)oc2cc(OC(C)C(=O)NCCCn3ccnc3)ccc12 (stereo unspecified)
u | 17% | -25% | -32% | 2% | u | 83%[activator] | -9% | 50µM* | CN1CCc2cc3c(c4c2[C@H]1[C@H](O)c1ccccc1-4)OCO3
31%[activator] | -19% | -22% | -13% | -14% | -2% | -6% | i | 5% | COc1ccc2cc(C(=O)C3CCCN(C(=O)/C=C/c4ccccn4)C3)ccc2c1 (stereo unspecified)
1% | 16% | -15% | -8% | -1% | 0% | 1% | -1% | u | Cc1ccc(C(=O)N/N=C/C=C/c2ccccc2)o1
12% | 27% | -18% | -2% | 7% | -4% | -1% | -6% | -2% | CCCC(NC(=O)COc1cc2c(c3oc(=O)c(C)c(C)c13)CCC(C)(C)O2)C(=O)O (stereo unspecified)
2% | 25% | -8% | 2% | -3% | 2% | 0% | 9% | 12% | CCc1nnc(NC(=O)C2CCN(c3cnccn3)CC2)s1
3% | 20% | -19% | x | 3% | 4% | -2% | -8% | 11%[59 µM] | Cc1c(C(=O)NCc2cccnc2)oc2ccccc12
56%[activator] | 27% | -23% | -11% | 1% | -3% | x | -11% | -5%[12.7 µM] | Nc1nccnc1C(=O)OCC(=O)NC1CCCc2ccccc21 (stereo unspecified)
15% | 34%[activator] | -7% | -6% | 3% | u | 0% | -4% | -31%[59 µM] | O=C1NCCCCC1NC1CC(=O)N(c2ccccc2)C1=O (stereo unspecified)
24% | 25µM* | 25µM* | 11µM* | 6% | u | -3% | 8% | -8%[12.7 µM] | CCCCCc1cc(=O)oc2c(C(CCN3CCCC(C)C3)c3ccc(N(C)C)cc3)c(OC)cc(OC)c12 (stereo unspecified)
13% | 47%[activator] | 32% | -3% | 8% | -9% | 0% | -5% | u | COc1ccnc(CN(C)C(=O)C2CCC(=O)N(CCN(C)C)C2)c1 (stereo unspecified)

Five compounds already listed, sorted by their value in Tb PGK inh, high to low.
Pol iota inh | HP1b chromo inh | JMJD2A Tudor inh | BAZ2B block | GLS inhibitor | Pin1 inh | BLM inh | Tb PGK inh | G9a block | molecule
2% | 25% | -8% | 2% | -3% | 2% | 0% | 9% | 12% | CCc1nnc(NC(=O)C2CCN(c3cnccn3)CC2)s1
24% | 25µM* | 25µM* | 11µM* | 6% | u | -3% | 8% | -8%[12.7 µM] | CCCCCc1cc(=O)oc2c(C(CCN3CCCC(C)C3)c3ccc(N(C)C)cc3)c(OC)cc(OC)c12 (stereo unspecified)
13% | 47%[activator] | 32% | -3% | 8% | -9% | 0% | -5% | u | COc1ccnc(CN(C)C(=O)C2CCC(=O)N(CCN(C)C)C2)c1 (stereo unspecified)
3% | 20% | -19% | x | 3% | 4% | -2% | -8% | 11%[59 µM] | Cc1c(C(=O)NCc2cccnc2)oc2ccccc12
56%[activator] | 27% | -23% | -11% | 1% | -3% | x | -11% | -5%[12.7 µM] | Nc1nccnc1C(=O)OCC(=O)NC1CCCc2ccccc21 (stereo unspecified)

Two consecutive compounds already listed:
Pol iota inh | HP1b chromo inh | JMJD2A Tudor inh | BAZ2B block | GLS inhibitor | Pin1 inh | BLM inh | Tb PGK inh | G9a block | molecule
31%[activator] | -19% | -22% | -13% | -14% | -2% | -6% | i | 5% | COc1ccc2cc(C(=O)C3CCCN(C(=O)/C=C/c4ccccn4)C3)ccc2c1 (stereo unspecified)
1% | 16% | -15% | -8% | -1% | 0% | 1% | -1% | u | Cc1ccc(C(=O)N/N=C/C=C/c2ccccc2)o1

Later entries:
Pol iota inh | HP1b chromo inh | JMJD2A Tudor inh | BAZ2B block | GLS inhibitor | Pin1 inh | BLM inh | Tb PGK inh | G9a block | molecule
14% | 38% | -16% | -7% | -2% | 0% | x | i | -8%[2.33 µM] | O=C(O)C(C(O)c1ccccc1)[n+]1ccccc1 (stereo unspecified)
41%[activator] | 16% | -17% | -3% | 0% | -5% | 0% | -10% | -13%[2.33 µM] | CCOc1ccc(Br)cc1C(=O)N/N=C/c1ccccn1
12% | 33%[activator] | -1% | 8% | 1% | 1% | x | -1% | 56µM* | CC(Oc1ccc(F)cc1)C(=O)Nc1cc(C(F)(F)F)ccc1-n1cncn1 (stereo unspecified)
u | 11% | -6% | 3% | 8% | 12% | x | -13% | 6.3µM* | Cc1cc(SCC(=O)N(CC(C)C)c2c(N)n(CC(C)C)c(=O)[nH]c2=O)nc2ccccc12

Screening data as filed in PubChem BioAssay.
